RBX1-CUL1 inh = blocks human RBX1-Cullin-1 di-ubiquitin formation. AID 1347404. 140,000 tested, 0.6% active. inhibition, % at 10 µM. in vitro K48 di-Ub FRET, acceptor:donor ratio, 45 min; in the data active = inhibition above about 25%
Target sequence (P62877 whole entry, looked up): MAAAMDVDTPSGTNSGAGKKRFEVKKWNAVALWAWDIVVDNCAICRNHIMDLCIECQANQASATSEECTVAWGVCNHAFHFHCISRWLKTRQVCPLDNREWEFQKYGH
Target sequence (Q13616 whole entry, looked up): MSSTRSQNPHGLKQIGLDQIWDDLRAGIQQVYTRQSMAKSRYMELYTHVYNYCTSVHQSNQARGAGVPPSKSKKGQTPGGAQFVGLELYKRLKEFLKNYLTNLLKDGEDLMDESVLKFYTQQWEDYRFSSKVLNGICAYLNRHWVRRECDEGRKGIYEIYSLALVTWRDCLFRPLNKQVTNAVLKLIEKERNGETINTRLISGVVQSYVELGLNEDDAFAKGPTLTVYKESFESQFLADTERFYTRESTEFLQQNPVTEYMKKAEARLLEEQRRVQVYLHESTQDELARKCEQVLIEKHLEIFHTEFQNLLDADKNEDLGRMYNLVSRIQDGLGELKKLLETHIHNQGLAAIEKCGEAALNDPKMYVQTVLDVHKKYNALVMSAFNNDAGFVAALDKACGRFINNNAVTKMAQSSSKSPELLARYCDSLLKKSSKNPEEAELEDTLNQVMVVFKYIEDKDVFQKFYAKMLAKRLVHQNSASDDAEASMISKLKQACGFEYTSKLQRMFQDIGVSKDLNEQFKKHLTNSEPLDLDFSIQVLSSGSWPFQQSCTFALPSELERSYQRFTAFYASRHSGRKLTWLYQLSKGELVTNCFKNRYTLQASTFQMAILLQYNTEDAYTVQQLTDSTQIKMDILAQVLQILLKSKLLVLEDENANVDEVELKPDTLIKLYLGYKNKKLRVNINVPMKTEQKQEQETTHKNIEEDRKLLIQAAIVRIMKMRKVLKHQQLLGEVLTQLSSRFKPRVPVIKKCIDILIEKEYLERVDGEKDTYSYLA
An asterisk follows results filed as active. Not all compounds are listed (hit frequency here may not be typical).

SMILES	RBX1-CUL1 inh
CN(C1CCCCC1)S(=O)(=O)c1ccc2c(c1)c(=O)c(C(=O)NCCc1ccccc1)cn2C	2
NC1=NC(=S)N=C2c3ccccc3CC3(CCCC3)C12 (configuration not stated)	-2
Cc1cc(C)cc(NC(=O)c2ccc3c(c2)NC(=O)C(S(=O)(=O)c2ccccc2)C3=O)c1 (configuration not stated)	8
COCCNC(=O)CCC1CCN(C(=O)Nc2ccccc2SC)CC1	2
CCCCc1ccc(NC(=O)c2cc(-c3ccc(C)c(F)c3)on2)cc1	-8
COc1ccc(S(=O)(=O)N2CCC(C)CC2)cc1C(N)=O	7
CCOC(=O)C1CCCCN1C1CCN(c2nc(C)c3ccc(OC)cc3n2)CC1 (configuration not stated)	4
Cc1cc2c(c(=O)o1)C(c1ccc(F)cc1)C(C#N)C(=N)O2 (configuration not stated)	1
CCC(=O)N1CCCC1C(=O)Nc1ccc(-c2cccc(OC)c2)cc1 (configuration not stated)	4
O=C(NCCCc1ccccc1)C1CCN(C(=O)N2CCOc3ccc(Cl)cc32)CC1	-2
Cc1ccc(-n2nnnc2SCC(=O)n2c3ccccc3c3ccccc32)cc1	-1
Cc1ccoc1C(=O)NC1CC(C)(C)Cc2nc(N3CCOCC3)ncc21 (configuration not stated)	2
Cc1ccc(C2=NC(=O)OC2(C)C)c(C)c1	3
Cc1nc(N2CCCCCCC2)ncc1C(C)NC(=O)C1=NNC(=O)CC1 (configuration not stated)	12
O=c1cc(CC2CCOCC2)nc2nc[nH]n12	-9

Two records picked at random from those above, as already listed:
SMILES	RBX1-CUL1 inh
Cc1ccc(-n2nnnc2SCC(=O)n2c3ccccc3c3ccccc32)cc1	-1
COCCNC(=O)CCC1CCN(C(=O)Nc2ccccc2SC)CC1	2

New compounds follow
SMILES	RBX1-CUL1 inh
Cc1ccc(CN2CCN(Cc3ccncc3)CC2CCO)cc1 (configuration not stated)	6
COc1ccc(OC)c(NC(=O)CN2CCCN(Cc3cc(C)ccc3C)S2(=O)=O)c1	-2
COc1ccc(CC2(CCC(=O)NCc3cnn(-c4cccc(F)c4)c3)CCC(=O)N2)c(F)c1 (configuration not stated)	-9
COc1cc(CN2CCC3(CC2)c2ccccc2[C@@H](NC(=O)Cc2cccs2)[C@@H]3OC)ccc1O	7
CS(=O)(=O)N1CCC2(CC1)c1ccccc1[C@@H](N1CCCOCC1)[C@@H]2O	-1
CC(C)Oc1ccccc1C1CC(C(=O)O)=Nc2ncnn21 (configuration not stated)	2
O=C(Oc1ccc2ccc(O)cc2c1)c1ccc(Cl)c(Cl)c1	-10
O=C(CSC1=Nc2ccccc2N=C(c2ccc(F)cc2)C1)NCc1ccc(Cl)cc1	-12
O=C(C1CCCC1)N1CCC(C2CCN(Cc3cccnc3)CC2)C1 (configuration not stated)	5
Cc1cccc(-c2nc(CCNC(=O)c3ccco3)cs2)c1	-2
CC(=O)Nc1ccc(NC(=O)C(Cc2ccccc2)N2Cc3ccccc3C2=O)cc1 (configuration not stated)	-7
Cc1nc(N(C)C)c2oc3ccccc3c2n1	0
N#Cc1cc(Oc2ccc(C(=O)c3ccccc3)cc2)nc2ccccc12	3
COCn1ccnc1C(O)(c1ccc(Cl)cc1)c1ccc(C(C)(C)C)cc1 (configuration not stated)	7
Cc1ccc(/C=C/C(=O)n2nc(C)cc2C)cc1	-7

An excerpt from above in order of length of the SMILES, ascending.
SMILES	RBX1-CUL1 inh
Cc1nc(N(C)C)c2oc3ccccc3c2n1	0
Cc1ccc(C2=NC(=O)OC2(C)C)c(C)c1	3
Cc1ccc(/C=C/C(=O)n2nc(C)cc2C)cc1	-7
NC1=NC(=S)N=C2c3ccccc3CC3(CCCC3)C12 (configuration not stated)	-2
Cc1cccc(-c2nc(CCNC(=O)c3ccco3)cs2)c1	-2
COc1ccc(S(=O)(=O)N2CCC(C)CC2)cc1C(N)=O	7
O=C(Oc1ccc2ccc(O)cc2c1)c1ccc(Cl)c(Cl)c1	-10
O=C(C1CCCC1)N1CCC(C2CCN(Cc3cccnc3)CC2)C1 (configuration not stated)	5
N#Cc1cc(Oc2ccc(C(=O)c3ccccc3)cc2)nc2ccccc12	3
Cc1ccoc1C(=O)NC1CC(C)(C)Cc2nc(N3CCOCC3)ncc21 (configuration not stated)	2
Cc1ccc(-n2nnnc2SCC(=O)n2c3ccccc3c3ccccc32)cc1	-1
COCn1ccnc1C(O)(c1ccc(Cl)cc1)c1ccc(C(C)(C)C)cc1 (configuration not stated)	7
CCOC(=O)C1CCCCN1C1CCN(c2nc(C)c3ccc(OC)cc3n2)CC1 (configuration not stated)	4
CC(=O)Nc1ccc(NC(=O)C(Cc2ccccc2)N2Cc3ccccc3C2=O)cc1 (configuration not stated)	-7
O=C(CSC1=Nc2ccccc2N=C(c2ccc(F)cc2)C1)NCc1ccc(Cl)cc1	-12
COc1ccc(OC)c(NC(=O)CN2CCCN(Cc3cc(C)ccc3C)S2(=O)=O)c1	-2
CS(=O)(=O)N1CCC2(CC1)c1ccccc1[C@@H](N1CCCOCC1)[C@@H]2O	-1
CN(C1CCCCC1)S(=O)(=O)c1ccc2c(c1)c(=O)c(C(=O)NCCc1ccccc1)cn2C	2
Cc1cc(C)cc(NC(=O)c2ccc3c(c2)NC(=O)C(S(=O)(=O)c2ccccc2)C3=O)c1 (configuration not stated)	8
COc1cc(CN2CCC3(CC2)c2ccccc2[C@@H](NC(=O)Cc2cccs2)[C@@H]3OC)ccc1O	7

The results go on:
SMILES	RBX1-CUL1 inh
CN(C)S(=O)(=O)N1CCC(C(=O)Nc2ccccc2Br)CC1	-4
CCCc1nc2nc(Cc3ccsc3)cc(=O)n2[nH]1	6
C=CCOc1ccc(/C=C2\C(=O)NC(=S)N(c3cccc(Cl)c3Cl)C2=O)cc1	-2
Cc1ccc(N2C(=O)c3ccccc3NC23C(=O)N(C)c2ccc(Br)cc23)cc1 (configuration not stated)	0
Cc1ccc(CNS(=O)(=O)c2ccc(C(=O)N(C)C)s2)cc1	-7
CCOC(=O)C1=C(C)N=c2s/c(=C/c3ccc(Br)s3)c(=O)n2C1c1cc(OC)c(OC)c(OC)c1 (configuration not stated)	-13
CC(=O)c1c(C)nn(CC(=O)N2CCC3(CCCN(CC4CC4)C3)C2)c1C (configuration not stated)	-13
COc1cc(/C=C2/SC(=S)N(c3ccccc3)C2=O)ccc1OC(=O)c1cccc(C)c1	-3
CC1=C(C#N)C(=O)N(CCc2ccccc2)C(=O)C1C=Nc1ccc(C)cc1C (configuration not stated)	-11
CN(C)CCO[C@@H](c1ccc(Cl)cc1)c1ccccn1	-12
CCOC(=O)c1c(C)[nH]c(C)c1S(=O)(=O)N1CCC(C(=O)NCc2ccc(F)cc2)CC1	-7
Cc1ccc(C2=NC(=O)/C(=C/c3c(C)nn(-c4ccccc4)c3Cl)S2)cc1	7
O=S1(=O)Cc2cc(Br)cc(Br)c2O1	-1
CCS(=O)(=O)N1CCC(C(=O)N2CCOCC2)CC1	8
CCc1ccc(S(=O)(=O)c2cn(Cc3ccccc3)c3cc(F)c(F)cc3c2=O)cc1	-5
COc1ccccc1CNC(=O)c1c(OC)cc(=O)n2c1CCN(Cc1ccc(C)cc1C)CC2	-3
CCCCc1ccc(N=Nc2ccc(C#N)cc2)cc1	0
O=C(CN1CCOCC1)N1CCc2cc(Br)ccc21	-9
c1ccc2c(c1)c(N1CCCC1)nn1nnnc21	15
CCc1cccc(NC(=O)CSc2ncc3c(n2)-c2ccccc2N(CC)S3(=O)=O)c1	9
C=CCc1c(O)cc2oc(C)cc(=O)c2c1O	5
Cc1ccc(C)c(N2CCN(C(=O)CCS(=O)(=O)c3cc(Br)cc4c3N(C(=O)C3CC3)CC4)CC2)c1	6
N#CC1C(=N)Oc2n[nH]c(-c3ccc(Cl)c(Cl)c3)c2C1c1ccccc1Br (configuration not stated)	10
CCCn1c(C)cn2c3c(=O)n(C)c(=O)n(C)c3nc12	-1
COc1ccc(/C(C)=N/NC(=O)C2CC2(C)c2ccccc2)c(OC)c1 (configuration not stated)	-12
Clc1ccccc1-c1nnc2sc(-c3cccs3)nn12	0
CC(Nc1nc2nonc2nc1NCc1ccccc1)c1nccs1 (configuration not stated)	0
Cc1ccc(S(=O)(=O)N2CCCc3cc(NC(=O)c4ccccc4Cl)ccc32)cc1	-4
COc1ccc(NC(C#N)c2ccc(OC)cc2)cc1 (configuration not stated)	-7
O=C(N/N=C\c1ccc(-c2ccc([N+](=O)[O-])cc2)o1)c1cc2c(ccc3ccccc32)o1	-2
CCCC(=O)Nc1ccc2[nH]c(=O)[nH]c2c1	4
Cc1ccc(Cl)cc1NC(=O)/C(C#N)=C\c1cn(Cc2ccc(F)cc2)c2ccccc12	4
COC(=O)c1c(-c2ccccc2)[nH]c(C2CCCCC2)c1C(=O)OC	3
O=C(/C=C/c1ccco1)Nc1cc(Cl)ccc1C(=O)O	4
COC(=O)CC(c1ccccc1)C(SCc1ccccc1)C(O)c1ccccc1 (configuration not stated)	3
CC(=O)Nc1nnc(SCC2=Nc3ccc(C)cc3C(=O)C2)s1	-8
CCOc1cc(CNc2ccc(S(N)(=O)=O)cc2)ccc1OCC(=O)NC(C)(C)C	-5
Cc1cccc(NC(=O)Cn2nc(C(F)(F)F)c(Cl)c2C)c1Cl	-10
Cc1cc(=O)n(CC(=O)N2CCCCC2)c2c1c(C)nn2C	2
Cc1ccc(NC(=O)C2CC(=O)OC2(C)C)cc1 (configuration not stated)	1
CCC(=O)NCc1cccc(-c2cccc(-c3ccn[nH]3)c2)c1	7
O=C(Nc1ccc2oc(-c3cccnc3)nc2c1)c1ccc(-c2ccc(OC(F)(F)F)cc2)o1	5
Cc1cccc(CSc2cn(CC(=O)N3CCCCC3)c3ccccc23)c1	-2
CCN(CC)C(=O)C1CCCN(Cc2ccc3c(c2)CN(Cc2cc(OC)cc(OC)c2)CCO3)C1 (configuration not stated)	4
O=C1[C@@H]2C3CCC(O3)[C@@H]2C(=O)N1CCCN1CCN(CCCN2C(=O)[C@@H]3C4CCC(O4)[C@@H]3C2=O)CC1	-4
CNc1ncnc2c1N=C1CC(C)(C)CC(=NC3CCCCC3)C1S2 (configuration not stated)	-5
Cc1nc(-c2ccc(NC(=O)c3c(C)nc4sccn34)cc2)cs1	-6
CN(Cc1ccc2nsnc2c1)C(=O)c1coc(Cn2cnc3ccccc32)n1	2
COc1ccc(C(=O)c2c(N)c(C(=O)Nc3ccccc3Cl)c3ccccn23)cc1	-20
Cc1ccccc1Cn1nnc2c1C(=O)c1ccccc1C2=O	12
O=C(COc1ccccc1O)Nc1nc(-c2ccc(Br)cc2)cs1	8
CC(Oc1ccccc1)C(=O)Nc1nnc(S(=O)(=O)N2CCCCCC2)s1 (configuration not stated)	6
CCCc1ccc(C(=O)NC2CCN(CC)CC2)cc1	-4
CCCOc1ccc(C(=O)Nc2ccc(Cl)c(-c3nc4ncccc4o3)c2)cc1	4
CCCCN(CC)CCNC(=O)C1CCN(c2nnc(C)c3c(C)n(-c4ccc(C)cc4)nc23)CC1	5
Cc1nc(C)c(CN2C[C@H]3OC(=O)N(CCCc4ccc(F)cc4)[C@H]3C2)nc1C	0
CC(C)Oc1ccc(C(=O)C2C(=O)C(=O)N(CCN3CCOCC3)C2c2ccc(O)cc2)cc1 (configuration not stated)	-2
CCOc1ccc(OCC)c(S(=O)(=O)Oc2ccccc2C(=O)Oc2ccc3ccccc3c2)c1	-2
Cn1cnc2ccc(Cl)cc2c1=O	12
COc1ccc(Br)cc1Cn1nnc(C(=O)Nc2cccc(SC)c2)c1N	6
Following part:
SMILES	RBX1-CUL1 inh
Clc1cccc(Cl)c1C[n+]1ccc2ccccc2c1	1
O=C1/C(=C/c2ccc(OCc3ccc(Cl)cc3Cl)cc2)SC(=S)N1c1ccccc1	0
COc1ccccc1N1CCN(Cc2nc3ccccc3c(=O)n2-c2ccc(F)cc2)CC1	1
COc1cccc(OC)c1CN1CCOc2ccc(C(C)(O)COc3ccccc3)cc2C1 (configuration not stated)	-3
O=C(CSCc1ccccc1Br)N/N=C/c1cccc([N+](=O)[O-])c1	-3
Cc1nnc2n1-c1cc(F)ccc1C(c1ccc(F)cc1)CC2 (configuration not stated)	-2
Cc1cc(S(=O)(=O)NCc2ccco2)ccc1Cl	7
CCOC(=O)c1c(C)[nH]c(CCC(=O)NCc2cccc(C)c2)c1C	2
COc1ccc(OC)c(CNC(=O)CCCn2nc(C)c3c(C)n(-c4ccc(C)cc4)nc3c2=O)c1	-4
Cn1ccnc1CNC(=O)c1cc(CN2CCC(Cc3ccccc3)CC2)on1	-14
Cc1cc(C)c(S(=O)(=O)N2CCN(c3ccccc3F)CC2)c(C)c1	4
Cc1cc(C)c(/C=C/c2onc(C)c2S(=O)(=O)N2CCC(C(=O)NCc3ccco3)CC2)c(C)c1	-2
COc1ccc(N2CCN(C(=O)Cn3cnc4sc(C)c(S(=O)(=O)N5CCC(C)CC5)c4c3=O)CC2)cc1	2
Cc1c(SC(F)(F)C(F)C(F)(F)F)c(=O)n(-c2ccccc2)n1C (configuration not stated)	-4
c1ccc(CCC2=Nc3cccc4cccc(c34)N2)cc1	-12
CC(=O)c1ccc(NC(=O)C(C)n2nc(-c3ccccc3)ccc2=O)cc1 (configuration not stated)	5
Cc1ccc2c(c1)c1c(c(=O)n(Cc3ccccc3)c(=O)n1Cc1cccc(F)c1)n2C	0
Cc1ccc(-c2nnc(CN3CCN(c4ccc(F)cc4)CC3)o2)cc1	12
O=S(=O)(c1ccccc1)[C@@H]1C=CCCC1	-2
O=C(NCC1CCCO1)Nc1nnc(C(F)(F)F)s1 (configuration not stated)	4
C/C(=N\NC(=O)c1csc2c1CCCC2)c1ccc(NC(=O)C2CCCC2)cc1	0
CC1CCc2c(sc(NC(=O)Cc3ccccc3)c2C(=O)Nc2ccc(Cl)cc2)C1 (configuration not stated)	0
COc1ccc(NC(=O)CN2CCCN(Cc3ccc(Cl)cc3)S2(=O)=O)cc1Cl	-2
O=C(CCC(=O)Nc1ccc(Cl)cc1Cl)NNC(=O)c1ccc(Cl)cc1	-8
CCN1C(=O)CC(CC(=O)N(C)Cc2ccc(-n3cccn3)cc2)(c2cccc(C(F)(F)F)c2)C1=O (configuration not stated)	-9
O=C(CSc1nc2c([nH]c3ccccc32)c(=O)n1-c1ccc(Cl)cc1)c1ccccc1	-4
Cc1onc(-c2c(F)cccc2Cl)c1C(=O)n1cccn1	2
CCn1c2ccccc2c2cc(C=Nc3cc([N+](=O)[O-])ccc3OC)ccc21	-5
CC(C)(C)NC(=O)CCN1Cc2ccccc2OC(c2ccccc2F)C1 (configuration not stated)	-4
COc1ccccc1NC(=O)C1C(C)=Nc2ncnn2C1c1sccc1C (configuration not stated)	-6

Screening results as filed in PubChem BioAssay.
